Compound activity deposited in PubChem by several laboratories.
Diaph inh CS: inhibits diaphorase or chemically oxidizes, flagging diaphorase assay artifacts. 190,000 tested, 0.69% active. inhibition, % at 20 µM. AID 1217. diaphorase resazurin-to-resorufin fluorescence, NADH, 16 min; bacterial (C. kluyveri) enzyme, not human;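 active means primary screen inhibition at 20 µM above a set limit, cut at about 50% in these data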;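 further: plate controls were DMSO with full reaction for no effect and wells lacking NADH for full effect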
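Assay system: diaphorase enzyme from Clostridium kluyveri; Input: enzyme working solution with 0.14 U/mL diaphorase; Timing: 16 min at room temperature; Technique: resorufin fluorescence, excitation 544 nm, emission 590 nm; Benchmarks: positive control minus NADH, DMSO neutral control.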
G6PDH counter: counter-screen for G6PDH assay hits: L. mesenteroides G6PDH inhibition. Purified L. mesenteroides G6PDH, diaphorase/resazurin coupled fluorescence, 45 min. inhibition, % at 5 µM. 200,000 tested, 0.12% active. AID 1020; in the data active means inhibition above about 50%
STAT3 act: STAT3 signaling activation. 190,000 tested, 0.91% active. U3A cells, IL-6 STAT3-luciferase reporter, luminescence; 100% = signal with IL-6 EC80 alone. activation (% of control), % at 5.6 µM;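 active means activation above the screen-wide mean of compound activation plus 3 SD, cut at about 130% in these data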;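 further: 0% = background luminescence of wells with medium and substrate only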
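Material: human U3A cells carrying STAT3-luciferase construct. Measured by: reporter luminescence signal. Timing: compound 1 h, then IL-6 6 h at 37 °C.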
APP transl inh: APP translation inhibition; 190,000 tested, 0.82% active; SH-SY5Y APP 5'UTR-luciferase reporter, luminescence; inhibition, % at 2 µM;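 active means inhibition above a set limit, derived from the sample mean plus 3 SD, cut at about 45% in these data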; further: values of inactives mirror those of a sister screen read the other way
Hsp70 act: switches on Hsp70 transcription | HeLa Hsp70 promoter luciferase reporter, luminescence; scaled: vehicle 0, proteasome-inhibitor control 100% | activation, % at 10 µM | 200,000 tested, 0.04% active | AID 1203;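 active means activation above the mean across all tested compounds plus 3 SD, cutoff set per campaign, cut at about 5.5% in these data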;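 further: 100% = MG132 at 30 µM as the positive control and 0% = DMSO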
STAT1 blocker: inhibitors of IFN-gamma induced STAT1 signaling. NIH 3T3 STAT1-luciferase reporter, luminescence. inhibition, % at 5.5 µM. 200,000 tested, 0.35% active;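 active means inhibition above a set limit, the mean inhibition across all tested compounds plus 3 SD, cut at about 34% in these data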;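 further: 0% = IFN-gamma with DMSO and 100% = IFN-gamma with 300 µM nifuroxazide; values of inactives mirror those of a sister screen read the other way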
TLR4 MyD88 comp: blocks binding of human TLR4 to MyD88; O00206+Q99836; HeLa CL3-4 TLR4/MyD88 BLA complementation, FRET ratio; inhibition, % at 8.4 µM; 200,000 tested, 0.18% active; in the data active means inhibition above about 25%;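 further: 0% = vehicle and 100% = reference inhibitor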
Target sequence (O00206 whole entry, looked up): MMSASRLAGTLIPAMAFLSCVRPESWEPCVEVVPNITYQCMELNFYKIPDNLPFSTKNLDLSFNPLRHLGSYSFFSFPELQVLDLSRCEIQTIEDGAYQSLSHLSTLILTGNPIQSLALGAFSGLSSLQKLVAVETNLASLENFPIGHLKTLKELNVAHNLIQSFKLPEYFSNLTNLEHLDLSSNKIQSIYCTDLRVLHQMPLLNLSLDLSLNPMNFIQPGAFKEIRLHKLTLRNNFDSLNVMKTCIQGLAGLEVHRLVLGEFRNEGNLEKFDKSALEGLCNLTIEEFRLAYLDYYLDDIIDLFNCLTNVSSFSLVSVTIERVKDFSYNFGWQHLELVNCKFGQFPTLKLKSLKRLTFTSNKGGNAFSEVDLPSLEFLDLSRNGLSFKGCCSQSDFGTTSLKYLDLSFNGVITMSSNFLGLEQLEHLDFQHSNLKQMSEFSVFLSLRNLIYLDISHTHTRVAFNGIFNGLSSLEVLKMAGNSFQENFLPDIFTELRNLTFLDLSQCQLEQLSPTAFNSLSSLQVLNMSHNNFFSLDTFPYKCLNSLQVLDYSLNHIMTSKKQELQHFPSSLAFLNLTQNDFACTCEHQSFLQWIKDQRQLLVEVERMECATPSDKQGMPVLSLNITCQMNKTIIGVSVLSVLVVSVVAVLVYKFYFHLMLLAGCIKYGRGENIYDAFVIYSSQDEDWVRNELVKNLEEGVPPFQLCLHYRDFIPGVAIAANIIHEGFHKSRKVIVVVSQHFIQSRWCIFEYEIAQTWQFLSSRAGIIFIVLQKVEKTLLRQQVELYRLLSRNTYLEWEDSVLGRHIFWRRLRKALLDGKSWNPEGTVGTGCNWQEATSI
Target sequence (Q99836 whole entry, looked up): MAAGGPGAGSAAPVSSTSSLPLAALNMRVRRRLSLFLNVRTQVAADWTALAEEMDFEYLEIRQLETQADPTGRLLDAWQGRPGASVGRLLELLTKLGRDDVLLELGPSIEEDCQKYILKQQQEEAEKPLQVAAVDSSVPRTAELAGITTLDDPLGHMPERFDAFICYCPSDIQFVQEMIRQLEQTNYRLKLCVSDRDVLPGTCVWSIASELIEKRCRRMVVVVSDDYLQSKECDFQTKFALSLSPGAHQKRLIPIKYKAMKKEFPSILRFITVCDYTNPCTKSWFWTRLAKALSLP
Diaphorase act: diaphorase activation or chemical reduction counter-screen; Diaphorase/resazurin coupled assay, resorufin fluorescence, 16 min; stronger effect = higher value; 1 = vehicle wells, 0 = NADH-free wells; activation factor at 20 µM; 190,000 tested, 0.005% active; AID 1229;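 active means diaphorase activity raised at least twofold by the compound at 20 µM; inactive means activation factor below 2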
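Test system: Clostridium kluyveri diaphorase, purified enzyme. Buffer or medium: 50 mM HEPES pH 7.4 buffer plus MgCl2 and Tween 20. Also added: 0.114 mM NADH and 0.1 mM resazurin, final amounts. Dosing: compound 20 µM once, DMSO 1%. Schedule: 16 min enzyme reaction, ambient temperature. Detection: fluorescence of resorufin, 544 nm excitation, 590 nm emission.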
STAT1 act: activators of IFN-gamma induced STAT1 signaling; 200,000 tested, 2.6% active; NIH 3T3 STAT1-luciferase reporter, luminescence; 100% = IFN-gamma alone, no compound; AID 932; activation (% of control), % at 5.5 µM;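 active means activation above the screen-wide mean activation plus 3 SD, cut at about 130% in these data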;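 further: raw ratio to IFN-gamma control signal so 100% means no change and 0% no light; values of inactives mirror those of a sister screen read the other way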
STAT3 blocker: inhibitors of IL-6 induced STAT3 signaling | U3A cells, IL-6 STAT3-luciferase reporter, luminescence; host cell line lacks STAT1 | inhibition, % at 5.5 µM | 190,000 tested, 0.89% active | AID 862;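 active means inhibition above the mean inhibition across all screened compounds plus 3 SD, cut at about 44% in these data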;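 further: 0% = DMSO only wells and 100% = 100 µM nifuroxazide control wells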
Numbers without * were called inactive; · = no result given.

SMILES	Diaph inh CS	G6PDH counter	STAT3 act	APP transl inh	Hsp70 act	STAT1 blocker	TLR4 MyD88 comp	Diaphorase act	STAT1 act	STAT3 blocker
Cc1cccc(C(C)(C)C)c1OCCOCCN1CCCC1	10	4	99	-8	-0.2	0	-25	0.9	100	3
CC(=O)OCC(=O)[C@@]12OC3(CCCC3)O[C@@H]1C[C@H]1[C@@H]3CCC4=CC(=O)C=C[C@]4(C)[C@@]3(F)[C@@H](O)C[C@@]12C	20	10	103	-60	-0.2	-32	-2	0.8	129*	-1
COc1ccc2c(c1)c(=O)c(C(=O)c1ccc(Cl)cc1)cn2CC(=O)Nc1ccc(F)cc1	5	-2	96	15	0.0	2	-4	1	98	5
Cc1cc(N/N=C/c2ccc(O)cc2O)nc(-n2nc(C)cc2C)n1	34	27	85	53*	-0.5	-3	-1	0.7	103	13
COc1ccc(C(=O)NNC(=O)C(=O)NCc2ccccc2)cc1	10	4	99	7	-0.4	-1	-4	0.9	99	5
Cc1cc(N2CCOCC2)nc(-c2ccc(Br)cc2)n1	5	5	87	-1	-0.5	8	5	0.9	95	14
COc1ccc2cc(CN(C(=O)Nc3ccccc3)C3CCCC3)c(=O)[nH]c2c1	10	5	100	8	-0.3	-1	13	0.9	102	7
CCOC(=O)C1CCCN(C(=O)Cn2cnc3c2c(=O)n(C)c(=O)n3C)C1 (centres undefined)	11	1	74	0	-0.4	5	6	0.9	96	37
O=[N+]([O-])c1cc(-c2n[nH]c(-c3ccccc3)n2)cc([N+](=O)[O-])c1	-2	3	104	3	0.0	-6	15	1	105	-4
CCCCNc1ccccc1C(=O)OCC(=O)Nc1ccc(S(N)(=O)=O)cc1	19	-2	92	-6	-0.3	0	-1	0.8	100	10
COc1ccc(N2CCN(c3nc(NCCO)nc(N4CCOCC4)n3)CC2)cc1	8	1	94	19	0.0	4	-6	0.9	100	8
CC(C)CNC(=O)NC(=O)COc1c(F)c(F)cc(F)c1F	15	-2	94	10	-0.3	1	10	0.9	99	10
Cc1ccc2cc3c(N)c4c(C)ccc(C)c4nc3nc2c1	-16	0	132	56*	0.0	2	-3	1.2	98	-36
CC(C)NC(=S)NN=C1c2ccccc2-c2ccccc21	26	1	107	-13	0.0	-4	0	0.7	100	-3
O=C(CN1C(=O)CSCC1=O)Nc1ccc2c(c1)OCO2	8	-4	89	-21	0.0	-4	5	0.9	104	16
Cc1nnc(NC(=O)CCC(=O)NCc2cccs2)s1	-2	13	98	18	-0.3	8	3	1	93	7
COc1cc(OC)cc(-c2cc3nc(C)c(CCC(=O)NC(C)CCc4ccco4)c(C)n3n2)c1 (centres undefined)	29	-34	101	4	-0.3	-1	-2	0.7	101	4
COc1ccc(OC)c(C2N(c3ccccn3)C(=O)C3CCCN32)c1 (centres undefined)	18	2	93	-1	0.5	0	1	0.8	100	11
C/C(CC(=O)Nc1ccccc1Br)=N\NC(=O)C(=O)N1CCCC1	12	-9	98	-1	-0.3	5	9	0.9	95	5
COc1ccnc(Oc2ccccc2)c1C(=O)N/C=N/OCc1ccc(F)cc1Cl	1	7	101	6	0.1	-19	-6	1	117	4
COc1ccc(OC)c(-c2csc(NC(=O)CSc3ccc(Br)cc3)n2)c1	14	-26	88	3	0.2	5	-10	0.9	96	13
O=C(NCc1ccc(Cl)cc1)C1=Cc2cc(Cl)ccc2OC1	16	-34	101	8	-0.2	1	7	0.8	100	9
COc1cc2c(cc1OC)/C(=C/C(=O)N1CCOCC1)NC(C)(C)C2	2	6	107	-13	0.2	1	1	1	99	3
C=CCn1c(SCCCC)nc(O)cc1=O	18	0	105	16	-0.1	0	4	0.8	100	3
Cc1ccc(S(=O)(=O)N2CCN(C(=O)CN3CCOCC3)C2C(C)C)cc1 (centres undefined)	12	-1	99	-6	-0.2	-1	-5	0.9	101	7
CSc1ccccc1C(=O)Nc1cccc([N+](=O)[O-])c1C	14	10	103	6	0.2	-8	-9	0.9	105	0
CN(CC(=O)N1CCc2ccccc21)S(=O)(=O)c1ccc(Cl)cc1	16	-30	105	-9	-0.2	0	-5	0.8	100	-4
CCN(CC)S(=O)(=O)c1ccc(NC(=O)Cn2c(=O)oc3ccccc32)cc1	14	4	94	-10	-0.1	-1	-1	0.9	101	13
COc1ccc(-c2cc(C(=O)Nc3sc4c(c3C#N)CCCC4)c3ccccc3n2)cc1	6	-11	102	·	-0.5	7	1	0.9	94	-2
CCCc1nc2sc3c(=O)n(N)cnc3c2c2c1COC(C)(C)C2	4	-7	101	-13	-0.3	-1	-8	1	101	-3

Reprinted from the part before: 4 entries, then new ones.
SMILES	Diaph inh CS	G6PDH counter	STAT3 act	APP transl inh	Hsp70 act	STAT1 blocker	TLR4 MyD88 comp	Diaphorase act	STAT1 act	STAT3 blocker
CN(CC(=O)N1CCc2ccccc21)S(=O)(=O)c1ccc(Cl)cc1	16	-30	105	-9	-0.2	0	-5	0.8	100	-4
CCN(CC)S(=O)(=O)c1ccc(NC(=O)Cn2c(=O)oc3ccccc32)cc1	14	4	94	-10	-0.1	-1	-1	0.9	101	13
COc1ccc(-c2cc(C(=O)Nc3sc4c(c3C#N)CCCC4)c3ccccc3n2)cc1	6	-11	102	·	-0.5	7	1	0.9	94	-2
CCCc1nc2sc3c(=O)n(N)cnc3c2c2c1COC(C)(C)C2	4	-7	101	-13	-0.3	-1	-8	1	101	-3
Cc1cc(NC(=O)Cc2cccs2)nn1CC(=O)NCc1ccco1	17	-3	96	-6	-0.3	3	17	0.8	101	7
CCN(CC)c1ccc(/C=N/Nc2nc(C)cc(=O)[nH]2)c(O)c1	41	23	81	85*	-0.2	-1	-5	0.6	101	28
Cc1ccc(-c2nnc(N3CCOCC3)c3ccccc23)cc1S(=O)(=O)NCc1cccnc1	9	3	101	-2	0.0	0	2	0.9	97	4
Cc1cc(C)n2ncc(S(=O)(=O)c3ccccc3)c2n1	4	0	103	-12	1.3	1	-3	1	98	-2
CCCCN(C)C(=O)CS(=O)(=O)Cc1nc(-c2cccc(OC)c2)oc1C	5	9	109	9	-0.3	6	-4	1	94	-5
O=C1NC(CCc2ccccc2)C(=O)N1Cc1ccc(Br)cc1 (centres undefined)	5	6	105	-5	-0.1	19	7	0.9	81	-3
COc1cc(Cn2c(-c3nonc3N)nc3ccccc32)ccc1C	8	-18	96	90*	-0.5	5	-8	0.9	96	7
CCOC(=O)COc1ccc(S(=O)(=O)NCC2CCCO2)cc1 (centres undefined)	8	1	97	-22	-0.2	-2	13	0.9	97	6
Cc1cc(C(=O)N2CCN(C(=O)C3CCCO3)CC2)no1 (centres undefined)	19	-4	103	0	0.0	4	2	0.8	96	0
O=C(C[n+]1cc(-c2ccc(Cl)c(Cl)c2)n2c1CCC2)N1c2ccccc2Sc2ccccc21	-13	-16	97	7	-0.3	2	0	1.1	98	6
NC(=O)CSc1nnc(-c2cc(-c3ccc(Cl)cc3)nc3ccccc23)o1	-2	0	88	13	0.4	-8	-5	1	106	18
Cc1cc(C)cc(-n2c(N)c(C(=O)Nc3c(C)n(C)n(-c4ccccc4)c3=O)c3nc4ccccc4nc32)c1	12	10	71	15	-0.2	9	15	0.9	92	35
COc1cccc(C(=O)Nc2ccc(NC(C)=O)cc2)c1	10	-3	103	·	-0.3	-10	-2	0.9	109	-5
O=C(Nc1ccc(C(=O)O)cc1)/C(=C\c1ccc2c(c1)OCO2)NC(=O)c1ccccc1	5	8	99	-20	-0.2	3	-1	1	96	3
CSc1nc2ccccc2cc1/C=C(\C#N)c1ccccc1	18	13	86	-4	-0.1	15	-4	0.8	86	18
COCCN=c1scc(C)n1/N=C/C1CC2C=CC1C2 (centres undefined)	3	4	101	2	-0.2	0	8	1	98	6
Brc1ccc(-c2nc(-c3ccncc3)no2)o1	5	10	97	-25	0.1	-38	-10	1	126	5
CN=Cc1cc(-c2ccccc2)sc1O	12	-21	109	-31	-0.1	-16	-11	0.9	114	-8
CCOC(=O)c1cc2cc(OC)ccc2[nH]1	-9	2	91	-44	-0.2	-17	0	1.1	116	11
CCc1c(C)[nH]c2ccc(OC)cc2c1=S	26	16	94	0	-0.2	3	-14	0.7	97	12
CCSc1n[nH]c(=S)s1	21	15	98	3	-0.1	1	-1	0.8	98	5
Cc1cc(C(=O)Nc2sc3c(c2C#N)CCCCC3)cs1	11	1	93	-159	0.1	-76	8	0.9	176*	12
COc1ccc(-c2cn(-c3ccc(C)cc3)c(=O)n2CC(=O)Nc2ccc(OC)cc2OC)cc1	26	0	91	12	-0.2	-4	-2	0.7	103	17
CCc1ccc(-c2cc(C(=O)Nc3c(C)n(C)n(-c4ccccc4)c3=O)c3ccccc3n2)s1	19	-3	96	-2	0.0	-9	-1	0.8	108	13
CCOC(=O)CNC(=O)c1ccc(OCC(F)(F)F)cc1	-10	6	99	-5	0.2	-20	4	1.1	117	8
Cc1nnc(SCC(=O)NC(C)(C)C)n1NCc1ccc(Cl)cc1	22	9	104	10	-0.2	-7	-26	0.8	105	0
COc1cc(NC(=S)NCc2ccc(S(N)(=O)=O)cc2)cc(OC)c1	25	-5	103	-18	-0.1	-2	-9	0.7	100	6
Cc1ccc(-c2nc3ccccc3s2)cc1NC(=S)NC(=O)c1cccc2ccccc12	8	-4	115	-125	0.3	-12	5	0.9	111	-20
CCOc1ccccc1-n1nnnc1SCC(=O)Nc1cc(C)on1	4	3	101	-6	-0.2	-4	-5	1	103	6
CCOC(=O)c1cnc(-n2nc(C)cc2C)nc1NNc1cc(-c2ccccc2)nc(C)n1	-2	-26	98	56*	-0.2	3	1	1	100	0
Cc1ccc(C(=O)N(Cc2ccc3c(c2)OCO3)Cc2nc3ccccc3c(=O)[nH]2)cc1	16	5	103	4	-0.4	2	-11	0.8	98	2
O=C(NC(=S)Nc1ccccc1N1CCOCC1)c1sc2ccccc2c1Cl	18	1	105	-12	-0.2	1	5	0.8	99	-5
C/C=C/c1ccc(OC(C)=O)c(OC)c1	19	16	101	5	-0.4	-5	-1	0.8	104	-4
Cc1ccc(C)c(-n2nnnc2SCC(=O)NNC(=O)c2ccco2)c1	11	12	99	-14	-0.1	16	-1	0.9	85	8
N#CC1=C(S)N(c2ccc(F)cc2)C(c2cccs2)NC1=O (centres undefined)	9	-4	105	2	-0.1	2	-4	0.9	98	-7
Cc1cc(CSc2ccccc2)ccc1NC(=O)COc1ccccc1C	5	-20	94	13	-0.3	1	-2	0.9	99	7
COc1ccc(/C=c2\s/c(=C/C(=O)c3ccc(C)cc3)[nH]c2=O)c(OC)c1	-11	-8	102	4	-0.1	2	-4	1.1	99	0
